# Compound activity (PubChem BioAssay)
# aSyn yeast inh – rescues yeast growth from alpha-synuclein toxicity | 0.14% of 370,000 active | Yeast expressing alpha-synuclein, growth rescue, BacTiter-Glo, 24 h | Potency, µM (titrated, usually from 46.1 µM), for inactives: at the highest dose growth rescue (activation), usual class: activators | AID 652106; also: % of control where 0% means no effect; nearly all actives have a fitted effect of over 65% in size
#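 Rescue of yeast growth: cells expressing toxic alpha-synuclein, induced in galactose at OD600 0.02, incubated with compound 24 h at 30 C. ATP luminescence quantified growth; inhibitors of toxicity appear as activators.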
# TDP43 rescue – inhibitors of TDP-43 toxicity in yeast | TDP-43 expressing yeast growth rescue, BacTiter-Glo, 24 h | Potency, µM (top dose mostly 46.1 µM), for the others: at the top dose growth rescue (activation), hits mostly activators | 1.8% of 410,000 active; also: % of control where 0% means no effect; nearly all actives have a fitted effect of over 50% in size
#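 Yeast expressing TDP-43 (pregrown in raffinose, seeded at OD600=0.02 in galactose medium) exposed to compounds 24 hr at 30 deg C. Growth read by BacTiter-Glo luminescence; rescue of toxicity appears as increased signal.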
# EPAC1 antag – antagonists of human EPAC1; EPAC1 GEF assay, Rap1b-BODIPY-GDP exchange fluorescence; Potency, µM (series often up to 115 µM), inactives show at the highest dose activity change, negative = inhibition, most hits filed as inhibitors; 0.14% of 360,000 active;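 also: plate controls were vehicle for no effect and positive control for full effect; nearly all actives have a fitted effect of over 50% in size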
# PTHR1 ag – activates the human parathyroid hormone receptor PTHR1. Q03431. HEK293 GP2 PTHR1 cells, GloSensor cAMP luminescence, 1 h. Potency, µM (doses to about 115 µM), without a hit: top-dose activation, actives largely listed as activators. 0.075% of 410,000 active. AID 743266; also: nearly all actives have a fitted effect of over 55% in size; some results filed as inactive show a strong effect at the top dose; inactives centre near -15; many of its hits are not listed in these tables
#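 HEK-293-derived GP2 cells expressing PTHR1 and a GloSensor cAMP reporter, 3,000/well, plated overnight, given luciferin plus IBMX (each 0.5 mM as added) for 1 h at 37 °C, then compound for 1 h at 37 °C. Luminescence was read after 15 min at room temperature.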
# FUS yeast rescue – FUS proteinopathy suppression in yeast; S. cerevisiae FUS-expressing, growth rescue, OD600, 24 h; Potency, µM (titrated, usually from 76.6 µM), inactives show at the top dose growth rescue (activation), hits mostly activators; 0.24% of 390,000 active; AID 1347120;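 also: plate controls were DMSO vehicle for no effect and reference control for full effect; nearly all actives have a fitted effect of over 55% in size; some results filed as inactive show a strong effect at the top dose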
#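 Toxicity suppression screen in FUS-yeast. Cells induced with 2% galactose, starting OD 0.005, treated 24hr at 30C with compounds at multiple final concentrations; growth by OD600.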
# EPAC2 antag – EPAC2 (human) antagonism; EPAC2 GEF exchange of Rap1B-BODIPY-GDP, fluorescence; Potency, µM (titrated, usually from 114 µM), without a hit: top-dose activity, negative = inhibition, actives largely listed as inhibitors; 0.18% of 360,000 active; also: % is scaled to controls: 0 for no effect and ±100 for the full control effect; nearly all actives have a fitted effect of over 45% in size; many of its hits are not listed in these tables
# Target sequence (Q8WZA2 whole entry, looked up): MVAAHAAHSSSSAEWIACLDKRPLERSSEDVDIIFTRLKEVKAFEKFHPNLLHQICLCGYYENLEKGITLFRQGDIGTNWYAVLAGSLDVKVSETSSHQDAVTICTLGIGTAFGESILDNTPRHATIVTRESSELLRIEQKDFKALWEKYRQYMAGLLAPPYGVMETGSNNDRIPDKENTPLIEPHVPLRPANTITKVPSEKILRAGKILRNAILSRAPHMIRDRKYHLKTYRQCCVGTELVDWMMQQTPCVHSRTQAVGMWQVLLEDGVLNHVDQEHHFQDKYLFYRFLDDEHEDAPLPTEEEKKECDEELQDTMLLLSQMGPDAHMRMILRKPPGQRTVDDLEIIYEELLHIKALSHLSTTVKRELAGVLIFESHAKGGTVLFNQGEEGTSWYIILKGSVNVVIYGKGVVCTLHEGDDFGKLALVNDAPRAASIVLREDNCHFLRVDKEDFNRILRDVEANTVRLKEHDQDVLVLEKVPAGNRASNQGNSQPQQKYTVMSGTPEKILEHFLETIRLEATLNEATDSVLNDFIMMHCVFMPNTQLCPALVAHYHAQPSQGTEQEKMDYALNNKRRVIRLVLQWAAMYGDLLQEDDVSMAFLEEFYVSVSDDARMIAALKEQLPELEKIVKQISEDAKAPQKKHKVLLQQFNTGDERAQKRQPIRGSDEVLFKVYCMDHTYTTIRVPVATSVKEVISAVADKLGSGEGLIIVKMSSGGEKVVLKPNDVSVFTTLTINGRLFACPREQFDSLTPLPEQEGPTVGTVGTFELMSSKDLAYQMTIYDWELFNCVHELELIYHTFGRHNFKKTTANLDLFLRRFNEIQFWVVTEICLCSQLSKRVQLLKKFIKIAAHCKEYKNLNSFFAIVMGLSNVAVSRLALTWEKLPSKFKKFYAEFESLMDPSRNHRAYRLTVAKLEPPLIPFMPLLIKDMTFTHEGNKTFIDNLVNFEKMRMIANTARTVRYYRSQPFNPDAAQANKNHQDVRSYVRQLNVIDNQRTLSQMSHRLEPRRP
# EPAC2 agonist – activates human EPAC2 exchange factor; Q8WZA2; EPAC2 activation, biochemical qHTS; response scale: 100% = 6.5 mM cAMP response; Potency, µM (series often up to 154 µM), without a hit: at the highest dose activation, hits mostly activators; 0.079% of 360,000 active; AID 720711; also: nearly all actives have a fitted effect of over 50% in size
#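 Fluorescence exchange assay: 100 nM EPAC2 with 250 nM RAP1B-BODIPY-GDP and 50 uM GDP; compounds tested as a concentration-titration series (qHTS). Loss of Rap1-bound BODIPY-GDP fluorescence read at 480/540 nm; data normalized to 6.5 mM cAMP.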
# EPAC1 ag – EPAC1 (human) agonism; O95398; EPAC1 agonist qHTS, biochemical assay; response scale: 100% = response to 6.5 mM cAMP; Potency, µM (highest dose often 154 µM), for the others: at the top dose activation, hits mostly activators; 0.073% of 360,000 active; also: nearly all actives have a fitted effect of over 60% in size
#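 EPAC1 100 nM, Rap1B–BODIPY-GDP 250 nM, unlabeled GDP 50 uM; compound titration; 5 min RT; kinetic read ex480/em540 at 5-min intervals ×30 min; data normalized to 6.5 mM cAMP agonist control.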
# * marks the source's active call; other numbers are inactive results; i = inactive; u = inconclusive; x = no result given; & = joins results of further samples; [ ] = another dose, or the depositor's remark. Calls follow the shape of the dose curve; as a rule, active = well fitted curve in the direction sought with a large enough effect; inconclusive = small, poorly fitted or top-dose-only effect, or another doubt; inactive = no such curve, though single readings can be large; an effect the other way counts as inactive or inconclusive. Potency is read from the fitted curve at half-maximal effect. Only part of the results is shown (hit frequency here may not be typical).
# Labels used below: A = aSyn yeast inh; B = TDP43 rescue; C = EPAC1 antag; D = PTHR1 ag; E = FUS yeast rescue; F = EPAC2 antag; G = EPAC2 agonist; H = EPAC1 ag
> COc1ccc(S(=O)(=O)N2CCOCC2)cc1NC(=O)C1CCN(S(=O)(=O)c2ccc(Cl)cc2)CC1
  A = 0% | B = 25% | C = 1% | D = -10% | E = x | F = -3% | G = 7% | H = -3%
> Cc1sc2nc(CSCC(=O)Nc3ccc(N4CCOCC4)cc3)[nH]c(=O)c2c1C
  A = -12% | B = -1% | C = -5% | D = -1% | E = 24% | F = 0% | G = 2% | H = 1%
> Cc1ccccc1Cn1nc(C)c(NC(=O)c2cc3n(n2)C(C(F)F)CC(C(F)F)N3)c1C (centres undefined)
  A = 5% | B = 14% | C = -4% | D = i | E = 12% | F = -4% | G = 1% | H = 5%
> S=C(NCCc1ccc(Cl)cc1)NC1CCCC1
  A = -14% | B = 21% | C = -1% | D = -24% | E = 7% | F = -18% | G = 5% | H = 7%
> Clc1ccc(-c2nnc3sc(Cc4cccs4)nn23)cc1
  A = 4% | B = 20% | C = 11% | D = i | E = 16% | F = -2% | G = -2% | H = 0%
> CCOC(=O)c1c(C(=O)OCC)c(C)n(Cc2cc(OC)c(OC)c(OC)c2)c1C
  A = -6% | B = 6% | C = 2% | D = i | E = x | F = -5% | G = 5% | H = -3%
> CC/C(O)=C1\C(=O)CCCC1=NCc1nc2ccccc2[nH]1
  A = -8% | B = -8% | C = -11% | D = -9% | E = 14% | F = -9% | G = 14% | H = -7%
> COc1ccc2cc(C3CC=C(CO)CN3S(=O)(=O)c3ccccc3[N+](=O)[O-])n(C(=O)OC(C)(C)C)c2c1 (centres undefined)
  A = 0% | B = 13% | C = -4% | D = -11% | E = 40% | F = u | G = -4% | H = -4%
> COc1cccc(-c2cnc(C(O)c3ccccc3OC)[nH]2)c1 (centres undefined)
  A = -8% | B = 3% | C = u | D = -10% | E = -1% | F = -10% | G = 10% | H = -7%
> COc1ccc(-c2c(C(F)(F)F)nn(C)c2NC(=O)c2ccco2)cc1
  A = 9% | B = 3% | C = -3% | D = -16% | E = 14% | F = -7% | G = 8% | H = -1%
> CCN(CC)S(=O)(=O)c1cc(OC)ccc1N=Nc1ccc(O)c2ncccc12
  A = u | B = u | C = -20% | D = 24% | E = 32% | F = -1% | G = 0% | H = 3%
> COc1ccc(-c2nn(Cc3ccccc3)cc2C(=O)N2CCN(c3ncccn3)CC2)cc1OC
  A = -5% | B = 12% | C = 18% | D = -92%[inhibitor] | E = 17% | F = -2% | G = 8% | H = -1%
> COc1ccc(N(C(=O)Cn2nnc(-c3ccc(F)cc3)n2)C(C)C(=O)NC2CCCC2)cc1 (centres undefined)
  A = -1% | B = -13% | C = -20% | D = i | E = u | F = -3% | G = 13% | H = -6%
> Cc1cc(C)n(CC2CC(=O)N(c3ccc(Cl)c(Cl)c3)C2=O)n1 (centres undefined)
  A = 1% | B = -8% | C = 4% | D = i | E = 4% | F = 0% | G = 3% | H = -3%
> CCOC(=O)COc1c(Cl)cc(C2NC(=S)NC(c3ccccc3)=C2C(C)=O)cc1OC (centres undefined)
  A = -13% | B = -1% | C = -13% | D = -10% | E = 19% | F = -6% | G = 8% | H = 6%
> COc1ccc(C2COC(=O)C2=N)c(NC(=O)c2ccc(Cl)cc2)c1 (centres undefined)
  A = -1% | B = 18% | C = 11% | D = i | E = 8% | F = 0% | G = 8% | H = 0%
> O=S(=O)(c1ccc(-n2cnnn2)cc1)N1CCNCC1
  A = -2% | B = u | C = -3% | D = -31%[inhibitor] | E = 26% | F = 0% | G = 12% | H = -5%
> CC(C)C(=O)NC(c1ccco1)c1c(O)ccc2ccccc12 (centres undefined)
  A = 5% | B = -18% | C = -13% | D = -21% | E = 18% | F = u | G = 0% | H = 1%
> O=C1c2ccccc2C(=O)N1CCCOc1ccccc1
  A = 11% | B = u | C = 5% | D = -19% | E = -8% | F = 2% | G = 11% | H = 2%
> CC(=O)CCc1c(C)nc2ccc(C(=O)O)cc2c1Cl
  A = 6% | B = -4% | C = -11% | D = i | E = 24% | F = -3% | G = -1% | H = 1%
> O=C(Nc1cc(Cl)ccc1N1CCOCC1)c1ccc(=O)[nH]c1
  A = 10% | B = u | C = -19% | D = i | E = 3% | F = -2% | G = 11% | H = -2%
> Cc1c(OCC(=O)NCCCn2ccnc2)ccc2c3c(c(=O)oc12)CCC3
  A = -3% | B = -19% | C = 17% | D = i | E = 5% | F = 10% | G = 1% | H = -9%
> O=C(CSc1nnc(NC(=O)c2ccc(F)cc2)s1)NC1CCCC1
  A = -11% | B = -16% | C = 8% | D = -13% | E = -8% | F = -4% | G = 10% | H = 2%
> CC1=C(C(=O)N2CCCCCC2)CC(CC(=O)NCCc2ccccn2)C(=O)N1Cc1ccc(F)cc1 (centres undefined)
  A = -9% | B = -3% | C = 12% | D = i | E = 2% | F = -3% | G = 6% | H = -14%
> O=C(c1ccncc1)N1N=C(c2ccc(Br)cc2)CC1c1ccccc1O (centres undefined)
  A = u | B = u | C = u | D = -92%[inhibitor] | E = 35% | F = -10% | G = 1% | H = 1%
> Cc1cccc(C)c1NC(=O)CNC(=O)c1ccccc1
  A = 2% | B = 5% | C = -4% | D = i | E = -27% | F = 13% | G = 5% | H = 5%
> Cc1ccccc1NC(=O)CN1CCC(NC(=O)Nc2ccccc2)CC1
  A = 0% | B = 8% | C = 5% | D = i | E = 21% | F = 0% | G = 1% | H = 7%
> O=C(O)/C=C/c1cnc[nH]1
  A = 5%&-2% | B = 12% | C = -5% | D = i | E = -26% | F = 1% | G = 6% | H = -14%
> O=C(Nc1ccc2c(c1)OCO2)c1ccccc1
  A = -9% | B = -20% | C = 3% | D = -19% | E = 7% | F = 1% | G = 6% | H = 9%
> CC(C)(C)c1ccc(C(=O)NNC(=O)CCc2ccccc2)cc1
  A = 10% | B = -8% | C = -22% | D = -21% | E = -16% | F = -3% | G = 3% | H = -2%
> COc1ccc(NC(=O)CN(C)C(=O)CCc2c[nH]c3ccccc23)cc1
  A = 2% | B = 8% | C = -11% | D = -4% | E = 11% | F = -9% | G = 1% | H = -13%
> CCN(Cc1cc(=O)n2cc(Cl)c(C)c(Cl)c2n1)Cc1nc2ccccc2c(=O)[nH]1
  A = 0% | B = -3% | C = -5% | D = i | E = u | F = -2% | G = 0% | H = 0%
> COc1ccc(Nc2cc3n(c(=O)n2)CCc2cc(OC)c(OC)cc2-3)cc1
  A = 1% | B = 9% | C = -6% | D = -2% | E = 45% | F = -2% | G = 9% | H = -2%
> O=C(Nc1nc(-c2ccccc2)cs1)c1cccs1
  A = -30% | B = 13µM* | C = -3% | D = -36%[inhibitor] | E = -10% | F = -6% | G = 14% | H = 20%
> CCOC(=O)C1(c2csc(N)n2)COC(=O)C1 (centres undefined)
  A = -4% | B = -11% | C = -1% | D = 19% | E = u | F = -17% | G = 12% | H = 4%
> COCC(=O)Nc1ccc2c(c1)OCC(=O)N2Cc1ccc(C)cc1
  A = -6% | B = u | C = -13% | D = -32%[inhibitor] | E = -10% | F = 9% | G = 12% | H = 9%
> O=C(CCc1ccccc1)NNC(=O)c1ccncc1
  A = 0% | B = 4% | C = -7% | D = i | E = -31% | F = 8% | G = 5% | H = -2%
> CN1CCc2cc(O)c(O)cc2C(c2ccccc2)C1 (centres undefined)
  A = 1%&6% | B = 26% | C = 0% | D = -33%[inhibitor] | E = -21% | F = 13% | G = 4% | H = -2%
> O=C(c1ccco1)N1CCN(C(c2ccccc2F)c2nnnn2Cc2cccs2)CC1 (centres undefined)
  A = 0% | B = -12% | C = 8% | D = i | E = 10% | F = 19% | G = 3% | H = 10%
> NS(=O)(=O)c1ccc(NC(=O)COC(=O)/C(=C/c2cccs2)c2cccs2)cc1
  A = -6% | B = -26% | C = -25% | D = -3% | E = 17% | F = 6% | G = 27% | H = 2%
> CCOc1ccc(Br)cc1S(=O)(=O)Nc1ccc(C(=O)Nc2ccc(C)cc2)cc1
  A = 1% | B = 6% | C = -8% | D = -6% | E = x | F = 8% | G = -12% | H = -5%
> CC(=O)Nc1cc(-c2ccc(C(=O)N3CCOCC3)cc2)cn2c(-c3ccccc3)cnc12
  A = 1% | B = 23% | C = -12% | D = i | E = 12% | F = 4% | G = 4% | H = -4%
> Cc1cc(=O)[nH]c(SCc2nc3ccc([N+](=O)[O-])cc3[nH]2)n1
  A = 0% | B = -6% | C = 12% | D = i | E = u | F = -8% | G = 13% | H = 2%
> CS/C(N)=N/S(=O)(=O)c1ccc(NC(C)=O)cc1
  A = 1% | B = -4% | C = 2% | D = -6% | E = -32% | F = 14% | G = 2% | H = 3%
> COCCN(CC(=O)Nc1cccc(C)c1C)C(=O)C1(c2ccc(Cl)cc2)CCC1
  A = 7% | B = 9% | C = 10% | D = -11% | E = 38% | F = -26% | G = 3% | H = 3%
> COc1ccccc1[C@H]1C(c2ccc(F)cc2)=NN(c2ccccc2)[C@@H]1CO
  A = 0% | B = 28µM* | C = -6% | D = i | E = 37% | F = -22% | G = 9% | H = -9%
> CCOc1ccccc1NC(=O)CN1C(=O)C2(SCC(=O)N2c2cccc(F)c2)c2ccccc21 (centres undefined)
  A = -3% | B = 1% | C = x | D = i | E = -3% | F = x | G = x | H = x
> CCOc1ccc(CN2CCN(C(=O)c3ccccc3)CC2)cc1
  A = -7% | B = -9% | C = -7% | D = -8%[57.5 µM] | E = 14% | F = -20% | G = 4% | H = 0%
> CCCSCCCNC(=O)CC1Oc2ccccc2NC1=O (centres undefined)
  A = 0% | B = 17% | C = 7% | D = -12% | E = 4% | F = -3% | G = 1% | H = -17%
> O=C1CC(c2ccccc2)c2cc(O)ccc2O1 (centres undefined)
  A = 2% | B = -14% | C = -6% | D = -4%[57.5 µM] | E = -11% | F = 12% | G = 8% | H = 7%
> Cc1cc(C)nc(CCNC(=O)C2CCC(=O)N(Cc3ccccc3F)C2)n1 (centres undefined)
  A = -3% | B = 12% | C = 0% | D = -82%[inhibitor] | E = -3% | F = 3% | G = 3% | H = 5%
> CCCC(=O)c1c(C)c2ccccc2n1C
  A = -5% | B = 20% | C = -2% | D = -4%[57.5 µM] | E = 13% | F = 8% | G = 3% | H = 0%

# Entries of single compounds from above. Order of screens: aSyn yeast inh, TDP43 rescue, EPAC1 antag, PTHR1 ag, FUS yeast rescue, EPAC2 antag, EPAC2 agonist, EPAC1 ag
# COc1ccccc1[C@H]1C(c2ccc(F)cc2)=NN(c2ccccc2)[C@@H]1CO as listed: 0%, 28µM*, -6%, i, 37%, -22%, 9%, -9%
# CCCSCCCNC(=O)CC1Oc2ccccc2NC1=O (centres undefined) as listed: 0%, 17%, 7%, -12%, 4%, -3%, 1%, -17%
